# GLP1R inv ag – inverse agonists of human GLP-1 receptor | HEK293 GLP-1R CRE-luciferase, luminescence, 24 h; GLP-1R form is constitutively active | Potency, µM (top dose mostly 38.3 µM), inactives show top-dose activity change, negative = inhibition, usual class: inhibitors | 410,000 tested, 1.6% active; further: potency means the concentration at half of the fitted maximal effect; on the % scale 0 is the no-effect control and ±100 the full control effect; nearly all actives have a fitted effect of over 55% in size
# Target sequence (P43220 whole entry, looked up): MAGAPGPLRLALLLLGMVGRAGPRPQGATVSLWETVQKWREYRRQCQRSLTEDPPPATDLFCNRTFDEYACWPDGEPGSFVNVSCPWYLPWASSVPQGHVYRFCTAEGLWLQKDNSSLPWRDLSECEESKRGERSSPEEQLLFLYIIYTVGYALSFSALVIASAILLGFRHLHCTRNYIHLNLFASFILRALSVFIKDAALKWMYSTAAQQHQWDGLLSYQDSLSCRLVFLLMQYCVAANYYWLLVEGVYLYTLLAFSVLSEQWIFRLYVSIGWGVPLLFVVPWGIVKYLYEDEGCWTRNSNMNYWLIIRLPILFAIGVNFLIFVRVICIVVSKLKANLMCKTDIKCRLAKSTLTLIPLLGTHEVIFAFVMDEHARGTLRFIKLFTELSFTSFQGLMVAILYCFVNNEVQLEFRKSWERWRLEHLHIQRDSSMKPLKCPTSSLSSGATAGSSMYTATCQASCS
#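 HEK293 cells stably co-expressing a cAMP-responsive luciferase reporter and constitutively active GLP-1R were seeded, incubated 12 h, then exposed to compounds for 24 h at 37 C. Luminescence was read 12 min after detection reagent; inverse agonists lower signal.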
# PLK1 PBD block – inhibitors of human PLK1 polo-box domain binding | P53350 | Plk1 PBD binding of FITC phosphopeptide, fluorescence polarization | Potency, µM, inactives show max response, negative = inhibition, usual class: inhibitors | 360,000 tested, 2.8% active; further: potency means the concentration at half of the fitted maximal effect; series mostly up to about 57 µM; on the % scale 0 is the no-effect control and ±100 the full control effect; nearly all actives have a fitted effect of over 65% in size
# GLP-1R agonist – GLP-1 receptor (human) agonism; HEK293 GLP-1R CRE-luciferase, luminescence, 4-6 h; cells express a hypersensitive GLP-1R form; Potency, µM (highest dose often 45.6 µM), for the others: at the top dose activation, most hits filed as activators; P43220; 380,000 tested, 0.007% active; AID 624172; further: potency means the concentration at half of the fitted maximal effect; % of control where 0% means no effect
# EPAC1 agonist – EPAC1 (human) agonism; Potency, µM (highest dose often 154 µM), without a hit: top-dose activation, hits mostly activators; O95398; EPAC1 agonist qHTS, biochemical assay; response scale: 100% = response to 6.5 mM cAMP; 360,000 tested, 0.073% active; further: potency means the concentration at half of the fitted maximal effect; nearly all actives have a fitted effect of over 60% in size
#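 Compounds were pinned as a concentration titration into mixtures of EPAC1 (100 nM), BODIPY-GDP-loaded Rap1B (250 nM) and GDP (50 uM). After 5 min at room temperature, fluorescence was followed for 30 min; activity was scaled to 6.5 mM cAMP.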
# PI5P4K alpha inh – PI5P4K alpha (human) kinase inhibition | P48426 | PI5P4Kalpha enzyme, ADP-Glo luminescence, 60 min; hits give low values | max response, % | 330,000 tested, 1.2% active; active means max response of -50% or lower; inconclusive means between -30% and -50%; inactive means -30% or higher; further: value at the top dose of about 77 µM; on the % scale 0 is the no-effect control and ±100 the full control effect
# Target sequence (P48426 whole entry, looked up): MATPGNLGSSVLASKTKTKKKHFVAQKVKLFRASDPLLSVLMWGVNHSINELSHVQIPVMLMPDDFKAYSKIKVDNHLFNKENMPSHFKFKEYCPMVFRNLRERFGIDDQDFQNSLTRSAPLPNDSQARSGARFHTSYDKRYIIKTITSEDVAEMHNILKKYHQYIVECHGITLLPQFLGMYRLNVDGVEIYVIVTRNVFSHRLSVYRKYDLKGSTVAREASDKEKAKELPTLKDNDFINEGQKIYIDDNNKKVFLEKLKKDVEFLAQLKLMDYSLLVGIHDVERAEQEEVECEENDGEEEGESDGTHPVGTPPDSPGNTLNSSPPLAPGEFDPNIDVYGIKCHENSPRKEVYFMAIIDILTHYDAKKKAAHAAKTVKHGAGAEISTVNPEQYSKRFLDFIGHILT
#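 Reactions run in 0.038 M HEPES pH 7.4, 0.28 mM EGTA, 0.1% CHAPS and 5% DMSO, with PI5P4Kalpha, substrate, compound and 5 microM ATP final, one hour at room temperature. Readout is ADP-Glo luminescence.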
# HEK293 tox – cytotoxic in the GLP-1 receptor inverse agonist counter-screen. HEK293 cAMP-luciferase reporter cells, luminescence, 24 h. Potency, µM (doses to about 38.3 µM), inactives show top-dose activity change, negative = inhibition, actives largely listed as inhibitors. 410,000 tested, 0.13% active. AID 624418;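 further: loss of luciferase light is scored as toxicity; potency means the concentration at half of the fitted maximal effect; on the % scale 0 is the no-effect control and ±100 the full control effect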
#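 To flag toxic compounds, the library was rerun on cells for 24 hr at 37 deg C and 5% CO2. Viability-linked luminescence was captured 12 min after adding luciferase detection reagent.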
# EPAC1 antagonist – blocks human EPAC1 exchange factor; O95398; EPAC1 GEF assay, Rap1b-BODIPY-GDP exchange fluorescence; Potency, µM (titrated, usually from 115 µM), inactives show at the highest dose activity change, negative = inhibition, usual class: inhibitors; 360,000 tested, 0.14% active;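 further: potency means the concentration at half of the fitted maximal effect; plate controls were vehicle for no effect and positive control for full effect; nearly all actives have a fitted effect of over 50% in size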
# PTHR1 ag – agonists of human PTHR1 parathyroid hormone receptor. HEK293 GP2 PTHR1 cells, GloSensor cAMP luminescence, 1 h. Q03431. 410,000 tested, 0.075% active. Potency, µM (titrated, usually from 115 µM), for the others: at the highest dose activation, usual class: activators; further: potency means the concentration at half of the fitted maximal effect; nearly all actives have a fitted effect of over 55% in size; some results filed as inactive show a strong effect at the top dose; inactives centre near -15; many of its hits are not listed in these tables
#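 HEK-293-derived GP2 cells expressing PTHR1 and a GloSensor cAMP reporter, 3,000/well, plated overnight, given luciferin plus IBMX (each 0.5 mM as added) for 1 h at 37 °C, then compound for 1 h at 37 °C. Luminescence was read after 15 min at room temperature.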
# IL2 activator – activates IL-2 in a cell-based reporter assay; IL-2 activation reporter assay, cell-based qHTS; stimulated with anti-CD3/CD4/CD28 beads; in transgenic mouse T cells; activation, % (series mostly up to about 46 µM); 360,000 tested, 0.065% active; AID 652025; in the data active means activation above about 50%; inconclusive means mostly about 30% to 49%; further: 0% is about no effect
#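 Readout: EGFP and DsRed signals by fluorescent plate cytometry. Unstimulated transgenic mouse T cells received compound 60 min before antibody-bead stimulation, then incubated 18 h at 37 degrees C.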
# * marks the source's active call; other numbers are inactive results; i = inactive; ? = inconclusive; · = no result given; & = joins results of further samples; [ ] = dose if it differs, or a comment. Unless noted, the call rests on the fitted dose curve; in most records, active means well fitted curve in the direction sought with a large enough effect; inconclusive means small, poorly fitted or top-dose-only effect, or another doubt; inactive means no such curve, though single readings can be large; an effect the other way counts as inactive or inconclusive.
SMILES,IL2 activator,GLP1R inv ag,EPAC1 agonist,PLK1 PBD block,PI5P4K alpha inh,GLP-1R agonist,EPAC1 antagonist,PTHR1 ag,HEK293 tox
COC(=O)c1ccc(CN2CCC(Oc3cccc(C(=O)N4CCCC4)c3)CC2)cc1,-5.9,?,-4%,-10%,9,-1%,10%,-20%,6%
COC(=O)c1c(-c2ccc(OC)c(OC)c2)csc1N,0.5,25%,1%,-21%,1,28%,3%,24%,-12%
O=C(CN1CCCC1)Nc1ccc2c(c1)CCC2,-0.2,?,1%,-7%,1,2%,-4%,-20%,-1%
O=C(COc1ccc2cc(Br)ccc2c1)N1CCCC1,-0.2,?,6%,-8%,3,1%,-3%,-42%[inhibitor],-1%
CCOC(=O)/C(C#N)=C/c1c(Oc2cc(C)cc(C)c2)nc2ccccn2c1=O,-1.9,13%,0%,-6%,2,-1%,2%,i,29%
S=c1[nH]nc(COc2ccc3c(c2)OCO3)n1-c1ccccc1,0.1,1%,-3%,-10%,-10,-4%,-1%,i,-22%
CCN(CC)S(=O)(=O)c1ccc(N2CCOCC2)c(NC(=O)Cc2ccc(Cl)cc2)c1,0.4,?,-2%,-4%,3,15%,16%,-2%,4%
O=C(c1ccc(S(=O)(=O)c2cccc(Cl)c2)c([N+](=O)[O-])c1)N1CCN(Cc2ccccc2)CC1,-6.5,?,11%,-1%,9,-2%,-13%,-37%[inhibitor],1%
CC(=O)Nc1ccc(S(=O)(=O)N(C)CC(=O)OCC(=O)c2ccc[nH]2)cc1,-4.5,-5%,-5%,-5%,-17,-4%,-9%,16%,14%
O/C=c1\ccc2cccc3nc(C(F)(F)F)nc1c23,-3.4,76%[activator],89µM*,?,?,-6%,18%,-32%,-2%
C[C@@H]1CN([C@@H](C)CO)C(=O)CCCn2nncc2CO[C@@H]1CN(C)C(=O)c1ccc2ccn(C)c2c1,1.3,14%,-7%,-4%,-3,6%,8%,-21%,4%
O=C(NCCCN1CCCC1=O)c1c(O)nc2ccccn2c1=O,-0.3,5%,-1%,4%,5,0%,-5%,i,5%
CNC(=O)CSc1nc2nc(C)cc(C)n2n1,0.5,18%,3%,-7%,0,3%,-15%,i,11%
CCCCNC(=O)C1(C)CCCCN1C(=O)c1sccc1C (configuration not stated),-0.4,27%,6%,0%,5,-4%,7%,1%,0%
Cn1c(Nc2ccc(F)cc2)nc2ccccc21,-2.3,0%,-3%,4%,5,16%,12%,-15%,-6%
Cc1ccc(/C=N/N=C/c2ccc(C)cc2)cc1,-0.2,6%,-1%,21µM*,-3,0%,12%,i,-6%
CCC(C)NC(=O)Cn1c(=O)n(CCCC(=O)NCc2ccccc2Cl)c(=O)c2ccccc21 (configuration not stated),-1.4,8%,-9%,0%,-5,10%,-1%,-1%,-11%
NC(=O)C1(NC(=O)[C@@H]2CC3(CC(c4cccc(NC(=O)[C@@H]5CCC(=O)N5)c4)=NO3)CN2C(=O)Cc2ccc(Cl)cc2)CC1 (some centres not stated),-1.0,7%,3%,3%,-4,4%,3%,i,5%
CC(C)Cc1ccc(-c2cc3nc(NCCc4ccc(S(N)(=O)=O)cc4)ccn3n2)cc1,0.5,-25%,-15%,9%,25,-2%,-22%,i,-5%
CCOc1cccc(C(c2c(C)n(C)n(-c3ccccc3)c2=O)c2c(C)n(C)n(-c3ccccc3)c2=O)c1OC,-0.2,-6%&6%,-5%,-8%,-4,0%,-4%,i,-4%&0%
O=c1[nH]c(N2CCCCC2)nc2ncn(Cc3ccccc3)c12,-2.1,14%,-7%,27µM*,-19,0%,8%,i,-10%
CSc1nc(-c2ccccc2)nn1S(=O)(=O)c1ccc(Cl)cc1,2.6,4%,0%,2%,·,11%,3%,i,7%
COCCn1c(C)cc(C(=O)COC(=O)C23CC4CC(CC(O)(C4)C2)C3)c1C,-2.1,?,6%,-5%,·,-15%,24%,-30%[inhibitor][57.5 µM],-1%
CCN(c1ccc(OCC(=O)OCC(=O)c2c(N)n(C)c(=O)n(C)c2=O)cc1)S(=O)(=O)c1ccccc1,-0.7,19%,6%,5%,-4,0%,-3%,-34%[inhibitor],5%
Cc1ccc(CN2C(=O)C3(c4ccccc42)N(c2cccc(F)c2)C(=O)CS3(=O)=O)cc1 (configuration not stated),·,?,·,·,·,6%,·,-20%,-5%
CC1(C)Oc2ccc3ccc(=O)oc3c2[C@@H](O)[C@H]1O,0.3,8%,12%,-11%,-1,-2%,?,-2%,-22%
CCOc1ccc2nc(SCC(=O)Nc3ccc4[nH]c(=O)[nH]c4c3)[nH]c2c1,-0.7,8%,6%,-24%,?,8%,-18%,5%,14%
COc1ccc(CCNC(=O)Cn2ncc3c(=O)oc4ccccc4c32)c(OC)c1,·,3%,·,·,·,0%,·,-1%,0%
Cc1cccc2cc(CN(Cc3cccs3)C(=S)NCC3CCCO3)c(=O)[nH]c12 (configuration not stated),-0.4,-50%,13%,-1%,10,6%,-1%,-39%,-16%
Cc1noc(/C=C/c2ccco2)c1S(=O)(=O)N1CCC(C(=O)N2c3ccccc3CC2C)CC1 (configuration not stated),0.0,23%,6%,-5%,-24,0%,-7%,i,-2%
COc1ccc(OC)c(CN2CCN(C(=O)c3ccco3)CC2)c1,0.2,2%,1%,-6%,6,10%,-22%,-9%,11%
O=S(=O)(c1ccc(-c2csc(Nc3ccc(F)cc3)n2)cc1)N1CCCC1,0.9,?,-1%,-7%,-1,13%,-7%,-24%,-23%
NC(=O)[C@@H]1CCOc2c(F)cc([N+](=O)[O-])cc2C(=O)N[C@@H](CO)C(=O)NCC(=O)N1,2.1,6%,-13%,-17%,-1,-2%,13%,-23%,-3%
C[C@H](CO)N1C[C@H](C)[C@@H](CN(C)C(=O)Nc2ccc3c(c2)OCO3)Oc2ccc(NC(=O)CCC(F)(F)F)cc2C1=O,0.5,2%,-6%,-10%,-3,7%,7%,i,-2%
COc1ccc(-c2nn(-c3ccccc3)cc2CN2CCCO2)c(F)c1,-2.4,?,5%,-5%,-3,12%,?,i,-5%
CCOC(=O)CCNC(=O)c1ccc2nc(C3CCCCC3)oc2c1,-2.4,7%,-2%,-2%,3,9%,3%,i,-5%
COc1ccc(CSCC(=O)N/N=C/c2ccccc2O)cc1,-0.4,-10%,-10%,1%,1,14%,-9%,i,?
COC(=O)C1=C(C)NC2=C(C(=O)C(C(=O)OC)C(c3ccc(OC)cc3)C2)C1c1ccccn1 (configuration not stated),-2.1,-1%,14%,-9%,4,4%,9%,i,92%[activator]
CCc1ccccc1NC(=O)CSc1nnc([C@@H](NC(=O)OC(C)(C)C)C(C)C)o1,-1.7,0%,1%,-8%,·,-12%,11%,i,-1%
CN1CCC(OC(=O)COc2ccccc2)CC1,0.7,-15%,6%,-6%,·,-2%,7%,i,-5%
CCC(C(=O)NC1CCCC1)N(C(=O)c1snc(C(N)=O)c1N)c1ccc(C)cc1C (configuration not stated),-2.9,10%,-6%,-16%,-8,11%,2%,-9%,-8%
C=CCn1c(CCC)nc2ccccc21,2.2,-9%[0.307 µM],2%,-7%,3,-3%,-9%,i,4%[0.307 µM]
CC(=O)NCCN1C(=O)S/C(=C\c2cccs2)C1=O,-1.0,3%,-10%,?,-3,6%,1%,i,-1%
CCOC(=O)N1CCN(C(=O)c2noc(C(C)C)c2[N+](=O)[O-])CC1,3.2,11%,4%,?,6,-1%,0%,-17%,3%
Fc1ccccc1-c1csc(=Nc2cccnc2)n1CCCn1ccnc1,-3.4,?,3%,-8%,5,0%,-6%,i,-12%
COc1ccc(NC(=O)N2CCCC2C(=O)Nc2cccc(C)c2C)cc1 (configuration not stated),-0.6,3%,3%,7%,-3,5%,8%,i,-1%
CS(=O)(=O)N(CC(=O)NC1CCCC1)Cc1ccc(F)cc1,-0.2,-3%,4%,-12%,-1,0%,-9%,i,2%
CCCCCOc1ccc2oc(=O)c3c(c2c1)CCCN3C(=O)CN1CCCC(C(=O)OCC)C1 (configuration not stated),-1.8,?,-4%,0%,7,0%,-21%,-29%,-30%
Cc1cccc(NC(=O)CNc2cc(C)ccc2C)c1,-2.2,-11%,9%,-7%,-4,-8%,?,i,13%
C=C1CCC[C@]2(C)C[C@H]3OC(=O)C(CNC(CC)CO)[C@H]3CC12 (some centres not stated),-4.7,-14%,12%,-5%,16,5%,-5%,-1%,?
CCOC(=O)N1CCN(C(=O)C2CCC(=O)N(CCCN3CCCC3=O)C2)CC1 (configuration not stated),-4.4,0%,9%,5%,2,-2%,5%,i,-3%
CCNS(=O)(=O)c1cc(OC)c(Cl)cc1OC,0.2,2%,-7%,-2%,-2,-2%,-2%,-22%,69%[activator]
COc1ccccc1N1CCN(S(=O)(=O)c2cc(C(F)(F)F)cc(C(F)(F)F)c2)CC1,-0.2,4%,2%,-14%,4,-6%,-5%,14%,20%
COc1ccc(OC)c(S(=O)(=O)N/N=C(/C)c2ccc3c(c2)OCO3)c1,0.6,-33%,9%,2%,-1,-3%,-22%,i,8%
COc1cc2c(C#CCCO)c(-c3ccsc3)oc(=O)c2cc1OC,-0.4,7%,7%,-2%,-4,9%,-24%,i,-14%

# EPAC1 agonist: entries above that show a hit
Compound	IL2 activator	EPAC1 agonist	PLK1 PBD block	PI5P4K alpha inh	GLP-1R agonist	EPAC1 antagonist	PTHR1 ag
O/C=c1\ccc2cccc3nc(C(F)(F)F)nc1c23	-3.4	89µM*	?	?	-6%	18%	-32%

# Screens deposited in PubChem BioAssay by National Center for Advancing Translational Sciences (NCATS).

# A portion of the library (hit frequency here may not be typical).
